L3MBTL1 block: L3MBTL1 (human) inhibition; AlphaScreen L3MBTL1–H3K9me1 peptide binding; Q9Y468; 0.66% of 230,000 active; AID 485360; Potency, µM (doses to about 57.1 µM), inactives show top-dose activity, negative = inhibition, hits mostly inhibitors; note: % is set by controls: 0 for no effect and ±100 for the full control effect; nearly all actives have a fitted effect of over 60% in size
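AlphaScreen assay: L3MBTL1 (50 nM final) was preincubated 30 min at room temperature with biotinylated H3(1-15)K9me1 peptide (75 nM final), then 30 min with library compounds; streptavidin donor and nickel chelate acceptor beads (10 ug/mL final) added, 30 min dark.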
RECQ1 inh: blocks DNA unwinding by human RECQ1; AID 2549; 0.54% of 240,000 active; P46063; RECQ1 DNA unwinding, red fluorescence kinetic read; Potency, µM (series often up to 57.3 µM), without a hit: at the top dose activity, negative = inhibition, actives largely listed as inhibitors;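 note: plate controls were vehicle for no effect and no enzyme for full effect; nearly all actives have a fitted effect of over 30% in size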
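50 nM RECQ1T1 preincubated 15 min with compound in Tris pH 8.0 buffer with MgCl2, DTT, Tween-20 and 2.5 ug/ml poly(dI-dC); started with 200 nM TAMRA/BHQ-2 forked duplex and 2 mM ATP. Unwinding read as fluorescence (525/598 nm), two reads 2 h apart.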
SMN2 splice enh: enhancers of SMN2 splice variant expression; HEK293 SMN2-luciferase splicing reporter, luminescence, 30-36 h; 2.8% of 210,000 active; Potency, µM (highest dose often 46.1 µM), for inactives: at the highest dose activity change, positive = activation, most hits filed as activators; note: % of control where 0% means no effect; nearly all actives have a fitted effect of over 55% in size
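qHTS luciferase splicing reporter: luminescence rises when SMN2 exon 7 is included in transfected HEK293 cells. Compound exposure lasted 30-36 h at 37C, with 4.5 mM final sodium butyrate as control, followed by a ONE-Glo read.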
KDM4E inh: inhibitors of human JMJD2E histone demethylase. B2RXH2. JMJD2E catalytic domain, FDH-coupled NADH fluorescence (FDH is formaldehyde dehydrogenase). Potency, µM (highest dose often 57.1 µM), for the others: top-dose activity change, negative = inhibition, actives largely listed as inhibitors. 1.6% of 230,000 active; active = well fitted inhibition curve with a large enough effect, not every such curve was filed as active; inconclusive = small, poorly fitted or top-dose-only effect, or another doubt; inactive = no such curve, though single readings can be large or run the other way;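 note: 0% = wells with enzyme and -100% = buffer wells without enzyme; nearly all actives have a fitted effect of over 50% in size; many of its hits are not listed in these tables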
Target sequence (B2RXH2 1-337 limits assumed): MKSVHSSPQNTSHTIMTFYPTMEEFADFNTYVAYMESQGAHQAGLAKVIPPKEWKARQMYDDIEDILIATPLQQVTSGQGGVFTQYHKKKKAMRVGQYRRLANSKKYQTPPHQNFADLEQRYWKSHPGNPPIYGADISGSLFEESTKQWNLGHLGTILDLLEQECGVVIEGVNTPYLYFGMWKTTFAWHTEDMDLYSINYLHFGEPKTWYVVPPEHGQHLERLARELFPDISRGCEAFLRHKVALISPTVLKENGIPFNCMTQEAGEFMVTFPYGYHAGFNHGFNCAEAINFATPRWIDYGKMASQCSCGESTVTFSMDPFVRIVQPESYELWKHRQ
Tau ThT inhib: inhibitors of human tau fibril formation, thioflavin T binding; P10636; recombinant tau K18 P301L (four-repeat tau fragment), heparin-induced fibrillization, ThT fluorescence; Potency, µM (top dose mostly 57.4 µM), for inactives: at the highest dose activity, negative = inhibition, hits mostly inhibitors; 2.1% of 270,000 active; note: % is set by controls: 0 for no effect and ±100 for the full control effect; nearly all actives have a fitted effect of over 55% in size
Target sequence (P10636 561-689 P618L limits assumed): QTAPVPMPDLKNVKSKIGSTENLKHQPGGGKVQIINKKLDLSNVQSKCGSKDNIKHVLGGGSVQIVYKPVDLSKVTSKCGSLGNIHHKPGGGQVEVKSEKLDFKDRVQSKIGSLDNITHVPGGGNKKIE
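Aggregation was driven by heparin (20 uM final) acting on recombinant tau […] bearing P301L in 100 mM sodium acetate pH 7; fibrils were detected with Thioflavin T.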
ALDH1A1 inh: inhibitors of human aldehyde dehydrogenase 1A1; P00352; Purified ALDH1A1, NADH fluorescence, propionaldehyde substrate; Potency, µM (doses to about 75.3 µM), without a hit: top-dose activity, negative = inhibition, hits mostly inhibitors; 7.3% of 220,000 active; AID 1030; active = well fitted inhibition curve with a large enough effect, not every such curve was filed as active; inconclusive = small, poorly fitted or top-dose-only effect, or another doubt; inactive = no such curve, though single readings can be large or run the other way;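 note: plate controls were no enzyme wells and a reference inhibitor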
Target sequence (P00352 whole entry, looked up): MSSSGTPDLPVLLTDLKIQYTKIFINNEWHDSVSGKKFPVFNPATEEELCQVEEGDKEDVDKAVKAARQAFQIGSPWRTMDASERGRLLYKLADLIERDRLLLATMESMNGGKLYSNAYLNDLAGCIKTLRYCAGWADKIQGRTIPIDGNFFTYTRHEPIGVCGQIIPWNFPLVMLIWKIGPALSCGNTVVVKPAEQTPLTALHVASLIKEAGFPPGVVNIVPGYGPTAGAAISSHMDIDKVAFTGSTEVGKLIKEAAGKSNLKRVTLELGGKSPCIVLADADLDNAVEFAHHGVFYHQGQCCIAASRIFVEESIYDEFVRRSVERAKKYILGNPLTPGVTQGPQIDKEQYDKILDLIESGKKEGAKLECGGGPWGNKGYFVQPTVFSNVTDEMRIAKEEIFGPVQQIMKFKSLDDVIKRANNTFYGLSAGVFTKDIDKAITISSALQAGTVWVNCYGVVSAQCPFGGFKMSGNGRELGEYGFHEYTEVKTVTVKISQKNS
Lamin A splicing: LMNA splicing modulation; AID 1487; HeLa LMNA splicing GFP/RFP minigene ratio, 48 h; 0.01% of 200,000 active; Potency, µM (series often up to 46.1 µM), without a hit: at the top dose ratio change, negative = inhibition, usual class: inhibitors; active = well fitted inhibition curve with a large enough effect in the signal ratio, with a control signal flat, not every such curve was filed as active; inconclusive = small, poorly fitted or top-dose-only effect, or effect the other way, or a change in a side signal; the % refers to the signal ratio; note: % is set by controls: 0 for no effect and ±100 for the full control effect
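S3 HeLa stable clones carrying a lamin A-EGFP splicing minigene plus DsRed2 were seeded at 600 cells/well in Opti-MEM with 2% FBS, pin-dosed and incubated 48 h at 37°C. Acumen cytometry (488 nm) gave the GFP/RFP total-intensity ratio.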
KinaseGlo FLuc: blocks Kinase-Glo luciferase, a counter-screen artifact | Q27757 | Kinase-Glo luciferase, ATP luminescence, 8 min | Potency, µM (titrated, usually from 38.3 µM), inactives show top-dose activity change, negative = inhibition, hits mostly inhibitors | 0.28% of 200,000 active; note: % is set by controls: 0 for no effect and ±100 for the full control effect; nearly all actives have a fitted effect of over 60% in size
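Recombinant Kinase-Glo luciferase, 10 uM ATP (linear range), luciferin; imidazole pH 7.2 / KCl / MgCl2 / Tween / BSA buffer; 8 min RT; luminescence.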
Numbers without * were called inactive; & = joins results of further samples; [ ] = another dose, or the depositor's remark. Unless noted, calls come from the whole dose curve; as a rule, active = well fitted curve in the direction sought with a large enough effect; inconclusive = small, poorly fitted or top-dose-only effect, or another doubt; inactive = no such curve, though single readings can be large; an effect the other way counts as inactive or inconclusive. Potency is the fitted concentration of half-maximal effect. These rows are one share of the data; the hit share may differ from the screen's.

Screening CCOc1ccccc1NC(=O)CCS(=O)(=O)c1ccc(OC)cc1 returned RECQ1 inh -3%, KDM4E inh 0%, Tau ThT inhib 2%&7%, ALDH1A1 inh -1% and Lamin A splicing -3%[46 µM].
Screening CCOC(=O)c1sc(NC(=O)Nc2ccc(Cl)cc2)nc1C returned L3MBTL1 block 25%, RECQ1 inh -7%, SMN2 splice enh inconclusive, KDM4E inh -13%, Tau ThT inhib 17%, ALDH1A1 inh inconclusive, Lamin A splicing 14% and KinaseGlo FLuc -1%.
CCc1nc(N2CCN(Cc3ccc4c(c3)OCO4)CC2)c2oc3ccccc3c2n1 was read as L3MBTL1 block -10%, RECQ1 inh inactive, SMN2 splice enh -6%, KDM4E inh inconclusive, Tau ThT inhib inconclusive, ALDH1A1 inh inconclusive, Lamin A splicing inconclusive and KinaseGlo FLuc 2%.
Screening CCN(CC)S(=O)(=O)c1ccc(Cl)c(C(=O)N2CCc3ccccc32)c1 returned RECQ1 inh 20%, SMN2 splice enh -40%[inhibitor], KDM4E inh 3%, Tau ThT inhib -11%, ALDH1A1 inh inconclusive, Lamin A splicing inconclusive and KinaseGlo FLuc -1%.
Cc1cc(C=O)c(C)n1-c1ccc(N2CCOCC2)cc1 was read as L3MBTL1 block -8%, RECQ1 inh -1%, SMN2 splice enh -37%, KDM4E inh -1%, Tau ThT inhib -12%, ALDH1A1 inh 3.2µM*, Lamin A splicing inconclusive and KinaseGlo FLuc 3%.
`Cc1nc2ccc(NC(=O)N3CCOCC3)cc2nc1C` gave L3MBTL1 block -1%, RECQ1 inh inactive, SMN2 splice enh 15%, KDM4E inh inconclusive, Tau ThT inhib -14%, ALDH1A1 inh inconclusive, Lamin A splicing 7%[46 µM] and KinaseGlo FLuc -4%.
`COc1cccc(C(=O)N2CCN(C(=O)c3cccs3)CC2)c1OC` gave L3MBTL1 block 34%, RECQ1 inh 11%, SMN2 splice enh -12%, KDM4E inh -1%, Tau ThT inhib -3%, ALDH1A1 inh 22µM*, Lamin A splicing inconclusive and KinaseGlo FLuc 0%.
For CCN(CC)C(=O)CSc1nc2ccc(NC(=O)CSc3nnc(COc4ccccc4C)n3C)cc2s1 the results were L3MBTL1 block -14%, RECQ1 inh -27%, SMN2 splice enh -9%, KDM4E inh -2%, Tau ThT inhib -17%, ALDH1A1 inh inconclusive, Lamin A splicing 9% and KinaseGlo FLuc -2%.
O=C1c2ccccc2C(=O)N1c1cccnc1 was read as RECQ1 inh inactive, SMN2 splice enh -8%, KDM4E inh 2%, Tau ThT inhib 4%, ALDH1A1 inh -4%, Lamin A splicing -10% and KinaseGlo FLuc 3%.
Screening COc1ccccc1CNC(=O)C1CCN(Cc2nc(-c3cccc(Cl)c3)oc2C)CC1 returned L3MBTL1 block -22%, RECQ1 inh -14%, SMN2 splice enh 6%, KDM4E inh 8%, Tau ThT inhib -1%, ALDH1A1 inh 7%, Lamin A splicing inconclusive and KinaseGlo FLuc 0%.
Screening CCC/C(=N\NC(=O)c1csc(C)c1C)c1cccs1 returned RECQ1 inh inactive, SMN2 splice enh 16µM*, KDM4E inh 7%, Tau ThT inhib -6%, ALDH1A1 inh -3%, Lamin A splicing 1% and KinaseGlo FLuc -9%.
Screening CCSc1nnc(CNc2ccc(C)cc2)n1C returned L3MBTL1 block 1%, RECQ1 inh -3%, SMN2 splice enh 15%, KDM4E inh -8%, Tau ThT inhib -5%, ALDH1A1 inh 5%, Lamin A splicing -6% and KinaseGlo FLuc 11%.
`Cc1nn(C(=O)c2cccc([N+](=O)[O-])c2)c(C)c1Sc1ccccc1` gave L3MBTL1 block 0%, RECQ1 inh -7%, SMN2 splice enh -15%, KDM4E inh 15%, Tau ThT inhib -12%, ALDH1A1 inh 1%, Lamin A splicing inconclusive and KinaseGlo FLuc 0%.
Screening CC(NC(=O)COC(=O)c1ccc2c(c1)OCO2)c1ccccc1 (stereo unspecified) returned L3MBTL1 block 4%, RECQ1 inh -10%, SMN2 splice enh 5%, KDM4E inh inconclusive, Tau ThT inhib -7%, ALDH1A1 inh -5%, Lamin A splicing 1%[46 µM] and KinaseGlo FLuc 5%.
Cc1cc(C)n2nc(SCC(=O)c3c(N)n(CC(C)C)c(=O)n(C)c3=O)nc2n1 was read as L3MBTL1 block -12%, RECQ1 inh -4%, SMN2 splice enh -72%[inhibitor], KDM4E inh -25%, Tau ThT inhib 0%, ALDH1A1 inh -9%, Lamin A splicing -14%[46 µM] and KinaseGlo FLuc 4%.

Structures from the list above containing a thiophene ring, fused or not:
`COc1cccc(C(=O)N2CCN(C(=O)c3cccs3)CC2)c1OC` gave L3MBTL1 block 34%, RECQ1 inh 11%, SMN2 splice enh -12%, KDM4E inh -1%, Tau ThT inhib -3%, ALDH1A1 inh 22µM*, Lamin A splicing inconclusive and KinaseGlo FLuc 0%.
Screening CCC/C(=N\NC(=O)c1csc(C)c1C)c1cccs1 returned RECQ1 inh inactive, SMN2 splice enh 16µM*, KDM4E inh 7%, Tau ThT inhib -6%, ALDH1A1 inh -3%, Lamin A splicing 1% and KinaseGlo FLuc -9%.

Further structures:
`COC(=O)c1ccc(C(NC(=O)OCc2ccccc2)/C(C)=C/[C@@H](C)C(=O)Nc2ccc(OC)cc2)cc1` (stereo partly specified) gave RECQ1 inh -16%, SMN2 splice enh -4%, KDM4E inh -8%, Tau ThT inhib -15%, ALDH1A1 inh inconclusive and KinaseGlo FLuc -2%.
Screening CCCc1nc2cc(Cl)c([N+](=O)[O-])cc2o1 returned L3MBTL1 block -11%, RECQ1 inh 9%, KDM4E inh -1%, Tau ThT inhib -1%, ALDH1A1 inh inconclusive and KinaseGlo FLuc -3%.
`NC(=O)c1c[nH]c2ccccc12` gave L3MBTL1 block -22%, RECQ1 inh -6%, SMN2 splice enh -2%, KDM4E inh 12%, Tau ThT inhib -9%, ALDH1A1 inh 17%, Lamin A splicing 7%[46 µM] and KinaseGlo FLuc 8%.
`O=C(CSc1nccn1-c1cccc(Cl)c1)NO` gave RECQ1 inh -4%, SMN2 splice enh -23%, KDM4E inh -6%, Tau ThT inhib 1%, ALDH1A1 inh 2% and KinaseGlo FLuc 10%.
CC(C)Cc1nc2ccccc2[nH]1 was read as L3MBTL1 block 7%, RECQ1 inh -8%, KDM4E inh -1% and Tau ThT inhib -3%.
For COc1ccccc1NNC(=O)c1cccnc1Oc1ccccc1 the results were L3MBTL1 block -12%, RECQ1 inh -3%, KDM4E inh -1%, Tau ThT inhib inconclusive and ALDH1A1 inh 14µM*.
Screening CCN1CCN(C(=S)NCC(C)C)CC1 returned L3MBTL1 block 0%, RECQ1 inh -3%, SMN2 splice enh 5%, KDM4E inh inconclusive, Tau ThT inhib -4%, ALDH1A1 inh -4%, Lamin A splicing -13% and KinaseGlo FLuc -2%.
`Cc1cc(Cl)ccc1Oc1nc(-c2ccc(F)cc2)ccc1C#N` gave L3MBTL1 block 5%, RECQ1 inh -1%, SMN2 splice enh -6%, KDM4E inh inconclusive, Tau ThT inhib -2%, ALDH1A1 inh inconclusive, Lamin A splicing 4% and KinaseGlo FLuc 1%.
Cc1ccc2ccc(C)[n+](CCCS(=O)(=O)[O-])c2c1 was read as RECQ1 inh -4%, SMN2 splice enh 20%, KDM4E inh inconclusive, Tau ThT inhib -5%, ALDH1A1 inh 0% and KinaseGlo FLuc 4%.
For CCC(C)[C@H](NC(=O)OC(C)(C)C)C(=O)N/N=C/c1ccc2nccnc2c1 (stereo partly specified) the results were RECQ1 inh inactive, SMN2 splice enh 16%, KDM4E inh -1%, Tau ThT inhib -5%, ALDH1A1 inh -4%, Lamin A splicing -5% and KinaseGlo FLuc -3%.
`CN(Cc1ccccc1NC(=O)c1ccc(S(=O)(=O)N(C)C)cc1)C1CCCCC1` gave L3MBTL1 block -1%, RECQ1 inh inactive, SMN2 splice enh -7%, KDM4E inh inconclusive, Tau ThT inhib 5%, ALDH1A1 inh 7%, Lamin A splicing -8%[46 µM] and KinaseGlo FLuc -3%.
`CN(C)S(=O)(=O)c1cccc(NC(=S)N2CCc3ccccc32)c1` gave L3MBTL1 block 12%, RECQ1 inh -15%, SMN2 splice enh -14%, KDM4E inh -7%, Tau ThT inhib -12%, ALDH1A1 inh 18µM* and KinaseGlo FLuc 1%.
`O=C(O)c1ccc(COCC(F)(F)F)cc1` gave L3MBTL1 block 1%[11.4 µM], RECQ1 inh inactive, SMN2 splice enh -1%, KDM4E inh 0%, Tau ThT inhib 6%, ALDH1A1 inh inconclusive, Lamin A splicing 12% and KinaseGlo FLuc 0%.
For O=C(CCNC(=O)Cn1cnc2ccccc2c1=O)NCCC1=CCCCC1 the results were L3MBTL1 block -13%[11.4 µM], RECQ1 inh inactive, SMN2 splice enh 6%, KDM4E inh -5%, Tau ThT inhib -4%, ALDH1A1 inh inconclusive, Lamin A splicing 1% and KinaseGlo FLuc 1%.
O=C(COC(=O)Cc1ccc(Br)cc1)NC1CCCCC1 was read as L3MBTL1 block 12%, RECQ1 inh -3%, SMN2 splice enh 10%, KDM4E inh -2%, Tau ThT inhib -4%, ALDH1A1 inh 7%, Lamin A splicing -12%[46 µM] and KinaseGlo FLuc -1%.
O=C(OCC#CCSc1nc2ccccc2o1)c1cc2ccccc2o1 was read as L3MBTL1 block 95%[activator], RECQ1 inh -7%, SMN2 splice enh inconclusive, KDM4E inh -17%, Tau ThT inhib inconclusive, ALDH1A1 inh 2%, Lamin A splicing -3% and KinaseGlo FLuc 2%.
O=C(COc1ccccc1)N(Cc1cc2ccccc2[nH]c1=O)CC1CCCO1 (stereo unspecified) was read as L3MBTL1 block -21%, RECQ1 inh -2%, SMN2 splice enh -16%, KDM4E inh 9%, Tau ThT inhib 1%, ALDH1A1 inh inconclusive, Lamin A splicing inconclusive and KinaseGlo FLuc -2%.
